From PubChem BioAssay
MEKK2wt PB1 HTS: modulators of MEK5 binding to wildtype MEKK2, primary screen, biochemical, multiplex bead flow cytometry, Alexa488-MEK5. Mitogen-activated protein kinase kinase kinase 2 (Homo sapiens), Q9Y2U5. Alexa488-MEK5 binding to MEKK2 WT; actives lie on both sides. binding response (% of control), % at 10 µM. 1.1% of 290,000 active; in the data active = binding response below about 67% or above about 130%
HCV NS3 hel inh: inhibitors of HCV NS3 helicase, primary screen, biochemical, Cy5 molecular beacon fluorescence. inhibition, % at 10.9 µM. AID 1800, 2009. Hepatitis C virus NS3 helicase. 0.56% of 290,000 active. NS3 helicase DNA unwinding;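 active = inhibition above the mean of all tested compounds plus 3 SD, set per campaign, cut at about 35% in these data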;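 note: 0% = DMSO wells and 100% = thioflavine S control wells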
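System: HCV NS3 helicase fragment; control set: DMSO and thioflavine S; technique: Cy5 fluorescence at 0 and 60 min, beacon hairpin quenching; reagent: beacon DNA duplex substrate plus ATP; replicates: singlicate; schedule: 1 h reaction at 25 °C, ATP-initiated; medium: MOPS buffer pH 6.5 with MgCl2, DTT, Tween20, BSA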
NALP1 yeast inh: NALP1 inflammasome inhibitors in reconstituted yeast, colorimetric, S. cerevisiae, triplicate retest; S. cerevisiae NALP1/ASC/caspase-1 growth, X-gal OD620, 72 h; inhibition, % at 10 µM; 0.61% of 280,000 active; in the data active = inhibition mostly above about 24%, no sharp cut-off; inactive = mostly below about 32%; note: some compounds called inactive have numbers as strong as hits
MEKK2mut PB1 HTS: MEK5 binding signal on mutant MEKK2 PB1, primary screen, biochemical, multiplex bead flow cytometry, Alexa488-MEK5 | Alexa488-MEK5 binding to MEKK2 mutant | percent response, % at 10 µM | 0.35% of 290,000 active | AID 1530, 2009; in the data active = percent response above about 24%, passing the limit was not always enough; note: inactives centre near 1; some results filed as inactive read as strong as hits
SUMO HTRF inh: inhibitors of in vitro SUMOylation cascade, primary screen, biochemical, HTRF, uHTS; SUMO-conjugating enzyme UBC9 (Homo sapiens), P63279; HTRF SUMOylation assay, SAE1/SAE2 + UBC9; inhibition, % at 35 µM; 0.36% of 290,000 active; in the data active = inhibition above about 50%, passing the limit was not always enough; note: strong numbers were not always called active
Target sequence (P63279 whole entry, looked up): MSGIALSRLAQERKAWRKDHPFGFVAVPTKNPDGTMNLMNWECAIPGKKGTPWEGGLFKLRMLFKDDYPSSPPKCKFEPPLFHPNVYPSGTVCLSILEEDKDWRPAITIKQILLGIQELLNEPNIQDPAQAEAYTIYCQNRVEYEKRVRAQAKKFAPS
IMP-1 inh: IMP-1 metallo-beta-lactamase inhibitors, primary screen, biochemical, epi-absorbance readout, Pseudomonas aeruginosa enzyme | purified IMP-1, nitrocefin hydrolysis, epi-absorbance fluorescence | inhibition, % at 5.6 µM | 0.45% of 290,000 active;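 active = inhibition above the mean plus 3 SD of all compounds in the same screening run, cut at about 4.5% in these data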;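 note: 0% = IMP-1 with DMSO and 100% = DMSO wells lacking enzyme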
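System: purified IMP-1 / Input: IMP-1 dispensed at 0.2 nM / Medium: 50 mM HEPES pH 7.1, 50 µM ZnSO4, 0.05% Brij 35 / Timing: 15 min enzyme–compound preincubation, then 25 min nitrocefin reaction, 25 °C / Technique: plate fluorescence quenching by hydrolysis product, ex 480/em 530 nm / Repeats: singlicate testing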
VIM-2 inh: VIM-2 metallo-beta-lactamase inhibitors, primary screen, biochemical, epi-absorbance readout, Pseudomonas aeruginosa enzyme | inhibition, % at 5.6 µM | 0.89% of 290,000 active | purified VIM-2, nitrocefin hydrolysis, epi-absorbance fluorescence;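 active = inhibition above the mean of all tested compounds plus 3 SD, cutoff set per screening run, cut at about 7.5% in these data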;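 note: red hydrolysis product quenches plate fluorescence so inhibitors raise well fluorescence; 0% = enzyme with DMSO and 100% = DMSO without enzyme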
M18AAP inhibitor: PfM18AAP inhibitors, malaria aminopeptidase, primary screen, biochemical, QFRET, recombinant enzyme | M18 aspartyl aminopeptidase (Plasmodium falciparum 3D7) | H-Glu-NHMec fluorogenic cleavage | inhibition, % at 7.35 µM | 1.2% of 290,000 active | AID 1822, 2009;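 active = inhibition above the campaign mean inhibition over all tested compounds plus 3 SD, cut at about 28% in these data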;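 note: 0% = plate median of test compound wells and 100% = 2 mM ZnCl2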
FID counter: compounds displacing fluorescent DNA intercalator, primary screen, artefact control for HCV NS3 helicase inhibitor project, biochemical, FID fluorescence; DNA fluorescent intercalator displacement; inhibition, % at 7.9 µM; 0.17% of 290,000 active; in the data active = inhibition above about 37%;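 note: 0% = vehicle and 100% = reference compound; higher means more ethidium bromide displaced from hairpin DNA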
Active calls of the source: *; . = not tested or not shown. These rows are one share of the data; count on the stated rates, not on these rows.

item	Structure	MEKK2wt PB1 HTS	HCV NS3 hel inh	NALP1 yeast inh	MEKK2mut PB1 HTS	SUMO HTRF inh
1	Cc1cc(OC(C)C(=O)NCc2ccncc2)c2c3c(c(=O)oc2c1)CCC3 (stereo not given)	105	-2	9	4	20
2	O=c1[nH]c(=S)n(CCC2=CCCCC2)c(O)c1/C=N/Nc1ccccc1	103	21	.	-2	18
3	Cc1cccc(N2C(=O)/C(=C/c3ccc(N4CCN(C)CC4)o3)C(=O)NC2=S)c1C	92	4	17	-2	3
4	Cc1cccc(OP(=O)(Oc2cccc(C)c2)OC(c2ccccc2)C(F)(F)F)c1 (stereo not given)	97	-1	16	-2	-20
5	Cc1ccc(OP(=O)(O)Oc2ccc(C)cc2)cc1	100	-1	.	0	.
6	CC1(C(O)(C#CCN2CCCCC2)c2ccccc2)CCCC1 (stereo not given)	81	-19	6	-18	-7
7	O=C(c1cccnc1)c1cc2ccccc2[nH]1	109	-25	31	5	14
8	O=C1NC(=O)N(CCNc2ncc(C(F)(F)F)cc2Cl)C(=O)C1Cc1ccc(Cl)cc1 (stereo not given)	102	11	2	0	14

item	IMP-1 inh	VIM-2 inh	M18AAP inhibitor	FID counter
1	-2.5	26*	3	-38
2	-1.5	-3.5	10	-13
3	-1.5	-3.5	4	-5
4	-5.0	-2.2	1	-24
5	-2.5	-2.7	-1	-5
6	0.1	-0.1	-6	26
7	-3.3	-2.8	-3	-3
8	-3.3	-3.9	4	-19

More results.
item	Structure	MEKK2wt PB1 HTS	HCV NS3 hel inh	NALP1 yeast inh	MEKK2mut PB1 HTS	SUMO HTRF inh
9	CCOc1ccccc1CNCCc1ccc2c(c1)OCO2	118	-10	5	21	-7
10	COc1cc(OC)cc(C2(C#N)CCN(C)CC2)c1	98	2	15	-9	5
11	NP(=O)(OCCCCc1ccccc1)Oc1ccccc1Cl (stereo not given)	105	-2	10	0	-9
12	Cc1nc2cc(C(=O)N3CCC4(CC3)OCCO4)ccc2n1-c1cccc(F)c1	96	-1	-8	-1	10
13	CC1(C)C2([N+](=O)[O-])CN3CC1([N+](=O)[O-])CN(C2)C3c1cccnc1 (stereo not given)	90	21	13	-7	-5
14	CC(Cc1ccccc1)NC(=O)CCCCC(=O)NC(C)Cc1ccccc1 (stereo not given)	108	-2	10	4	-9
15	COC(=O)c1ccc(N=C(c2ccccc2)c2c(O)n(C)c(=O)n(C)c2=O)cc1	101	5	.	-2	25
16	CC12CCC3C(CC=C4CC(O)CCC43C)C1C/C(=C\N1CCCC1)C2=O (stereo not given)	96	5	27	4	6

item	IMP-1 inh	VIM-2 inh	M18AAP inhibitor	FID counter
9	-1.2	-2.3	4	8
10	-0.8	-0.9	-4	0
11	-1.3	-2.7	-2	-34
12	-3.6	-3.2	-1	-29
13	-0.6	1.0	-6	1
14	-3.6	-1.9	-7	-28
15	-0.4	-1.5	-8	-7
16	-1.7	-2.5	-1	-31

Compound profiles, as listed above. Screens in order: MEKK2wt PB1 HTS	HCV NS3 hel inh	NALP1 yeast inh	MEKK2mut PB1 HTS	SUMO HTRF inh	IMP-1 inh	VIM-2 inh	M18AAP inhibitor	FID counter
COC(=O)c1ccc(N=C(c2ccccc2)c2c(O)n(C)c(=O)n(C)c2=O)cc1 is listed with 101	5	.	-2	25	-0.4	-1.5	-8	-7
CC12CCC3C(CC=C4CC(O)CCC43C)C1C/C(=C\N1CCCC1)C2=O (stereo not given) is listed with 96	5	27	4	6	-1.7	-2.5	-1	-31
CC1(C)C2([N+](=O)[O-])CN3CC1([N+](=O)[O-])CN(C2)C3c1cccnc1 (stereo not given) is listed with 90	21	13	-7	-5	-0.6	1.0	-6	1

Following part.
item	Structure	MEKK2wt PB1 HTS	HCV NS3 hel inh	NALP1 yeast inh	MEKK2mut PB1 HTS	SUMO HTRF inh
17	COc1ccc(N2CC2c2ccncc2)cc1 (stereo not given)	100	8	9	2	-19
18	CC(=O)N1CC(=O)Nc2ccc(Br)cc2C1c1ccc(F)cc1 (stereo not given)	105	13	6	2	-29
19	O=C1Nc2ccccc2C1Cc1nc2ccccc2c(=O)n1-c1ccccc1 (stereo not given)	96	4	.	0	-2
20	COCc1cc(OC(=O)N(C)C)nc(-c2ccc(C)c(Cl)c2)n1	104	-3	-1	1	16
21	O=[N+]([O-])c1ccc(NC2CCN(Cc3ccccc3)CC2)c2ccncc12	122	-3	18	11	19
22	Cc1ccc(-n2c(O)c(C=NCCN3CCNCC3)c(=O)[nH]c2=S)cc1	105	-14	23	2	11
23	CN(C(=O)CN1CC=C(c2ccccc2)CC1)c1c(N)n(Cc2ccccc2)c(=O)[nH]c1=O	95	2	-1	-5	18
24	Cc1cc(Oc2ccc(C(F)(F)F)cc2[N+](=O)[O-])c2c3c(c(=O)oc2c1)CCC3	91	-6	-2	-4	-14

item	IMP-1 inh	VIM-2 inh	M18AAP inhibitor	FID counter
17	-0.2	-1.0	5	1
18	1.6	3.4	4	-13
19	-3.9	-1.3	2	-10
20	-2.1	-1.9	-8	-8
21	4.0	4.1	6	18
22	-0.8	-3.3	0	-8
23	0.3	-4.0	3	-3
24	-1.8	0.2	-18	-1

New compounds follow.
item	Structure	MEKK2wt PB1 HTS	HCV NS3 hel inh	NALP1 yeast inh	MEKK2mut PB1 HTS	SUMO HTRF inh
25	Cc1c(Cl)cccc1N1C(=O)NC(=O)/C(=C\c2cc(C)n(-c3cccc(C(=O)O)c3C)c2C)C1=O	98	4	4	-5	-1
26	O=C(NCc1cccnc1)Nc1ccc([N+](=O)[O-])cc1	115	3	10	7	18
27	COc1ccc(-c2nn(CCC#N)cc2C(=O)Nc2ccccc2)cc1OC	115	-3	2	17	16
28	Clc1cccc(Cl)c1C1N2CCCN12 (stereo not given)	108	-2	-2	4	23
29	Fc1ccccc1CNCCc1ccc2c(c1)OCO2	116	-1	8	12	9
30	CC(=O)Nc1ccccc1C(=O)OCC(=O)c1ccccc1Cl	97	1	32	-2	-2
31	O=C1C(Cc2cnc[nH]2)NC(=S)N1c1ccccc1 (stereo not given)	108	-9	-12	15	7
32	CCOC(=O)C1CCN(/C=C2/C(=O)NC(=S)N(c3ccccc3F)C2=O)CC1	99	-2	26	-6	9

item	IMP-1 inh	VIM-2 inh	M18AAP inhibitor	FID counter
25	-1.4	-3.7	11	-24
26	-2.8	-2.0	-6	4
27	-2.7	-3.1	-2	-12
28	-4.1	-3.9	-4	-2
29	-4.0	-2.5	6	5
30	-1.6	-3.0	2	-14
31	-4.4	-5.1	6	-2
32	-2.0	-0.6	-14	-6

Overlap with the part before: 2 entries; new compounds follow.
item	Structure	MEKK2wt PB1 HTS	HCV NS3 hel inh	NALP1 yeast inh	MEKK2mut PB1 HTS	SUMO HTRF inh
31	O=C1C(Cc2cnc[nH]2)NC(=S)N1c1ccccc1 (stereo not given)	108	-9	-12	15	7
32	CCOC(=O)C1CCN(/C=C2/C(=O)NC(=S)N(c3ccccc3F)C2=O)CC1	99	-2	26	-6	9
33	COc1ccc(-c2nc3ccccc3c(=O)o2)cc1	97	-7	4	-2	20
34	CN1CCN(C(=O)COc2ccc3ccccc3c2)CC1	95	2	0	-3	7
35	O=C(Cn1nc(-c2ccc(Cl)cc2)ccc1=O)N1CCC2(CC1)OCCO2	103	-12	-6	1	-7
36	c1ccc2c(c1)Nc1ccccc1S2	100	-3	16	3	13
37	Cc1ccc(NC(=O)CSc2nnc([C@@H](N)Cc3c[nH]c4ccccc34)o2)c(C)c1	102	-15	10	-3	16
38	COc1ccc(C(=O)C2CCCN(C3CSCCSC3)C2)cc1OC (stereo not given)	102	-11	12	2	24
39	CC12CC[C@H]3[C@@H](CCC4(O)C[C@H](O)CCC34/C=N/NC(=O)c3ccccc3Cl)C1(O)CCC2C1=CC(=O)OC1 (stereo not given in full)	98	-1	.	-2	6
40	CCN(CC)c1ccc(N=Cc2c(O)n(-c3ccccc3C)c(=O)[nH]c2=O)cc1	91	34	0	-2	-3

item	IMP-1 inh	VIM-2 inh	M18AAP inhibitor	FID counter
31	-4.4	-5.1	6	-2
32	-2.0	-0.6	-14	-6
33	-3.7	-0.6	-5	-4
34	-0.6	0.5	5	-4
35	-2.8	-2.3	-1	-21
36	-4.1	-1.4	-5	2
37	-3.8	-1.0	4	-12
38	-2.6	-0.9	-6	3
39	0.0	-1.2	-1	-41
40	0.8	-3.0	23	-14

Following part
item	Structure	MEKK2wt PB1 HTS	HCV NS3 hel inh	NALP1 yeast inh	MEKK2mut PB1 HTS	SUMO HTRF inh
41	C=CCn1c(O)c(C(C)=Nc2cccc(C(=O)O)c2)c(=O)[nH]c1=O	105	-2	-8	4	10
42	O=C1C=C2C=C[C@H]3C[C@]2(O1)[C@@H]1CCCCN13	101	3	33	1	-11
43	C/C(=N\Nc1cccc2ccccc12)c1c(O)n(Cc2ccccc2)c(=O)[nH]c1=O	89	29	35	-6	52*
44	O=C1/C(=C/c2cc([N+](=O)[O-])ccc2Cl)N2CCC1CC2	98	-8	-10	-3	9
45	OC(c1ccccc1)(c1ccccc1)C1CN2CCC1CC2 (stereo not given)	83	-2	-9	-11	7
46	CCOC(=O)C1SC2(C(F)F)CC1(O)c1c(c(OC)c3occc3c1OC)O2 (stereo not given)	103	-2	.	2	-3
47	CCCCCc1cc(O)c2c3c(c(=O)oc2c1)CN(C)CC3	100	-42	-3	-12	-7
48	NCC1(c2ccc3c(c2)OCCO3)CCCC1	104	3	42	13	4

item	IMP-1 inh	VIM-2 inh	M18AAP inhibitor	FID counter
41	-3.3	-3.0	-1	-4
42	-4.3	-2.4	4	1
43	2.2	1.5	-5	-16
44	-1.1	-0.5	-3	2
45	-3.1	-2.8	-6	16
46	-7.1	-5.1	-3	-4
47	-1.4	2.2	6	12
48	-0.7	-3.2	2	3
